Bioassay records deposited in PubChem by The Scripps Research Institute Molecular Screening Center.
TbREL1 inh: TbREL1 inhibition, primary screen | 89,000 tested, 0.49% active | TbREL1 RNA ligation, FRET fluorescence | inhibition, % at 9.66 µM;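 active = inhibition above the mean inhibition across all screened compounds plus 3 SD, cut at about 11% in these data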;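 note: 0% = plate median of test wells and 100% = NSC42067 control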
Target sequence (P86926 whole entry, looked up): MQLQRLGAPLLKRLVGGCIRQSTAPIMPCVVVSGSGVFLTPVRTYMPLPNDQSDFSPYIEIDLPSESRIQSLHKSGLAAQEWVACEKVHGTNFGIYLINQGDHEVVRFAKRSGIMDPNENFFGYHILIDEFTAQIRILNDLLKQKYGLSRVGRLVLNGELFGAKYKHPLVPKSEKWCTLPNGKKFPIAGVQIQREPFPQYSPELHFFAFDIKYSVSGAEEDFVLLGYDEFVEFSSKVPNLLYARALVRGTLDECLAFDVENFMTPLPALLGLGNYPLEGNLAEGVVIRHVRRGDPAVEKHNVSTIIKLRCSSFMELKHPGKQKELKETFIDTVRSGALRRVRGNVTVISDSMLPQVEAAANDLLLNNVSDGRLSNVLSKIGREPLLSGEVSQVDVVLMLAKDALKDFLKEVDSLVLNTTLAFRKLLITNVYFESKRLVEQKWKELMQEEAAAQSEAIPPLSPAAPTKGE
The depositor's hits bear a star. An excerpt. The share of hits here may be higher or lower than overall.

The opening 2 entries (preview)
For Cc1ccc(NC(=O)c2nc[nH]c2C(=O)NCC(=O)OC(C)(C)C)cc1 the results were TbREL1 inh -2.
Screening O=C(CCSc1nc(-c2ccc3c(c2)OCO3)cc(C(F)(F)F)n1)NCc1ccccc1 returned TbREL1 inh 1.

The list itself, from the first entry:
For Cc1ccc(NC(=O)c2nc[nH]c2C(=O)NCC(=O)OC(C)(C)C)cc1 the results were TbREL1 inh -2.
Screening O=C(CCSc1nc(-c2ccc3c(c2)OCO3)cc(C(F)(F)F)n1)NCc1ccccc1 returned TbREL1 inh 1.
C/C(=N/NS(=O)(=O)c1ccc(Br)cc1)c1ccc(NC(=O)c2ccc(C)o2)cc1 was read as TbREL1 inh -4.
For COC(=O)c1cc2c(cc1Cl)N1CCCCCC1=NS2(=O)=O the results were TbREL1 inh 5.
`CC1(C)Cc2nc(N)c(C(=O)NCCO)cc2CO1` gave TbREL1 inh -2.
`COc1ccc(OC)c(S(=O)(=O)N2CCCCC2C(=O)N2CCCN(C)CC2)c1` (stereo unspecified) gave TbREL1 inh 0.
`O=C1c2ccccc2C(=O)N1CC(=O)N1c2ccccc2Sc2ccc(C(F)(F)F)cc21` gave TbREL1 inh 7.
For CCOC(=O)C1(CCOc2ccccc2)CCN(C(=O)c2cncs2)CC1 the results were TbREL1 inh 1.
For CN(c1ccc(OCC(=O)N2CCOCC2)cc1)S(=O)(=O)c1ccc(Cl)cc1 the results were TbREL1 inh 8.
Screening CS(=O)(=O)c1ccc(C(=O)Nc2nc(-c3ccco3)c(-c3ccco3)s2)cc1 returned TbREL1 inh 82*.
`O=C(CN1CCN(Cc2ccc(F)cc2Cl)C1=O)NCCc1ccc(Cl)cc1` gave TbREL1 inh 4.
For COc1ccc(C(=O)O)cc1NCc1cccnc1 the results were TbREL1 inh -6.
Screening O=C(NC1CCCCC1)N1CCSC1=Nc1ccccc1 returned TbREL1 inh -1.
Screening NS(=O)(=O)c1ccc(CCNc2ccc(C(F)(F)F)cn2)cc1 returned TbREL1 inh -2.
`Cc1nnc(SCC(=O)Nc2nsc(-c3ccc(Cl)cc3)n2)s1` gave TbREL1 inh 1.
Screening CC[N+]1(C)CCC(=C2c3ccccc3CC(=O)c3sccc32)CC1 (stereo unspecified) returned TbREL1 inh 2.
COc1ccc(N2C(=O)CC(c3ccc(OC(C)C)cc3)C2=O)cc1 (stereo unspecified) was read as TbREL1 inh 4.
For OC(CSc1c(Cl)cccc1Cl)CN1CCN(c2ccccc2F)CC1 (stereo unspecified) the results were TbREL1 inh -1.
Screening COc1ccc(CN2C(=O)c3cccc4cccc(c34)C2=O)cc1 returned TbREL1 inh 1.
Screening CC(C)Cc1ccc(S(=O)(=O)N2CCOCC2)cc1 returned TbREL1 inh 0.
Screening OCCC1CN(Cc2cccc3nonc23)CCN1C1CCCCC1 (stereo unspecified) returned TbREL1 inh 5.
Screening COc1cc(C2NC(C(=O)O)Cc3c2[nH]c2ccccc32)cc(OC)c1OC (stereo unspecified) returned TbREL1 inh 6.
Screening O=C(OCN1C(=O)c2ccccc2C1=O)c1cccc(OC(F)F)c1 returned TbREL1 inh -3.
`O=C(NC1CCCC1)C(c1ccncc1)N(Cc1cccs1)C(=O)c1csnn1` (stereo unspecified) gave TbREL1 inh 6.
For CCC(=O)N1CCN(c2ccc(NC(=O)c3c(F)c(F)c(OC)c(F)c3F)cc2)CC1 the results were TbREL1 inh -5.
For COc1ccc(C(CNC(=O)c2ccc(S(=O)(=O)Nc3ccccc3C)cc2)N2CCOCC2)cc1 (stereo unspecified) the results were TbREL1 inh -1.
COc1ccc([C@@H]2[C@@H]3C(=O)N(C(C)(C)C)C(=O)[C@@H]3[C@]3(Cc4ccc(Cl)cc4)C(=O)N(c4cccc(C)c4)C(=O)N23)cc1 was read as TbREL1 inh -1.
For CC(=O)Nc1ccc(S(=O)(=O)NCCC(=O)OC(C)C(=O)c2ccc(C)cc2)cc1 (stereo unspecified) the results were TbREL1 inh 2.
`O=C(c1cccc(F)c1)N1CCN(S(=O)(=O)Cc2ccccc2)CC1` gave TbREL1 inh 6.
Screening CCC(C)[C@H](NC(=O)NC1CC1)C(=O)O (stereo partly specified) returned TbREL1 inh -1.
CCC1(C)CC(c2nc(-c3ccc(OC)cc3)cs2)CCS1 (stereo unspecified) was read as TbREL1 inh -1.
COCCCN1C(=O)C(CC(=O)NC2CC2)CC(C(=O)N(C(C)C)C(C)C)=C1C (stereo unspecified) was read as TbREL1 inh 4.
Screening O=C(NC1CCCCC1)c1ccc(COc2ccccc2)o1 returned TbREL1 inh -1.
For O=[N+]([O-])c1ccccc1/C=C/C=N/n1c(-c2ccc(Cl)cc2)n[nH]c1=S the results were TbREL1 inh -4.
`O=C(Cc1ccccc1)NN1C(=O)C2C3C=CC(C3)[C@@H]2C1=O` (stereo partly specified) gave TbREL1 inh 0.
For COCCCNC(=O)CN1C(=O)c2cccc3cccc1c23 the results were TbREL1 inh -3.
`C=CCNC(=O)c1ccccc1NC(=O)c1cccc2ccccc12` gave TbREL1 inh 1.
For Cc1cccc(C)c1N1C(=O)CC(N2CCN(S(=O)(=O)c3ccccc3F)CC2)C1=O (stereo unspecified) the results were TbREL1 inh 3.
`CCCCc1ccc(NC(=S)Nc2ccc(Cl)c(S(=O)(=O)N(C)C)c2)cc1` gave TbREL1 inh 2.
Screening C[C@H](CO)N1C[C@H](C)[C@H](CN(C)Cc2ccccc2)Oc2c(NC(=O)Nc3ccc(F)cc3)cccc2C1=O returned TbREL1 inh -5.
`NC(=O)c1cc2n(n1)C(C(F)(F)F)CC(c1ccco1)N2` (stereo unspecified) gave TbREL1 inh 5.
For Cc1cc(C)n(-c2nnc(C)n2N)n1 the results were TbREL1 inh 9.
Screening CCN(CC(=O)Nc1ccc(NC(C)=O)cc1)C(=O)c1cc(-c2ccccc2Cl)nc2ccccc12 returned TbREL1 inh 7.
Screening CCN(CC)S(=O)(=O)c1ccc(NC(=O)C2c3ccccc3Oc3ccccc32)cc1 returned TbREL1 inh 1.
`CCOC(=O)C1=C(COC(=O)/C=C/c2ccc(O)c(OC)c2)NC(=O)NC1C` (stereo unspecified) gave TbREL1 inh -3.
For Cc1c(NC(=O)/C=C/c2cn(-c3ccccc3)nc2-c2ccc(F)cc2)c(=O)n(-c2ccccc2)n1C the results were TbREL1 inh -2.
`Cc1c(Br)cc(C(=O)NC2CCCCC2)c(C)c1C` gave TbREL1 inh 1.
Screening Cc1cc(C)cc(C(=O)NC(=S)Nc2ccc3c(c2)OCCO3)c1 returned TbREL1 inh -4.
`O=C1C(Cc2ccccc2O)NC(=S)N1c1ccccc1` (stereo unspecified) gave TbREL1 inh -3.
Cc1cccc(C=CC(=O)c2ccc(Cl)cc2)c1 was read as TbREL1 inh 3.

Some of these compounds in order of molar mass, smallest number first:
`O=C1C(Cc2ccccc2O)NC(=S)N1c1ccccc1` (stereo unspecified) gave TbREL1 inh -3.
Screening CCN(CC)S(=O)(=O)c1ccc(NC(=O)C2c3ccccc3Oc3ccccc32)cc1 returned TbREL1 inh 1.
For Cc1c(NC(=O)/C=C/c2cn(-c3ccccc3)nc2-c2ccc(F)cc2)c(=O)n(-c2ccccc2)n1C the results were TbREL1 inh -2.

The listing continues.
`NC(=O)CSc1nnc(NC(=O)C2CC(=O)N(c3ccc(F)cc3)C2)s1` (stereo unspecified) gave TbREL1 inh 3.
Screening CC1CC(C)CN(S(=O)(=O)c2ccc(C(=O)N(C)Cc3ccccc3)cc2)C1 (stereo unspecified) returned TbREL1 inh 0.
Screening O=C(c1ccc(Cn2cc([N+](=O)[O-])cn2)o1)N1CCCC1 returned TbREL1 inh 1.
Screening Cc1cc(NC(=O)c2sc(Nc3ccc(F)cc3)nc2N)no1 returned TbREL1 inh 2.
CCN(Cc1cnn(C)c1)C(=O)c1ccc(OC2CCN(S(=O)(=O)N(C)C)CC2)cc1 was read as TbREL1 inh 1.
For O=C(NC1CCCc2ccccc21)N[C@@H](Cc1ccccc1)C(=O)O (stereo partly specified) the results were TbREL1 inh -3.
`O=C(NCCCN1CCOCC1)c1cnn2c(-c3ccccc3)cc(-c3ccccc3)nc12` gave TbREL1 inh -2.
`O=C(Cc1ccc(Cl)cc1)Nc1ccc(-c2cc3ccccc3oc2=O)c(Cl)c1` gave TbREL1 inh 0.
`CCCCCNC(=O)Cc1ccc(S(=O)(=O)N2CCOCC2)s1` gave TbREL1 inh -1.
`CCN(CC(=O)Nc1c(F)cccc1F)C(=O)Cc1c[nH]c2ccccc12` gave TbREL1 inh -1.
For O=C(CCCN=C1NS(=O)(=O)c2ccccc21)OCC(=O)c1ccccc1Cl the results were TbREL1 inh 5.
COc1ccc(C2CC(c3cccs3)=NN2C(=O)CSc2nc(=O)n3ccccc3n2)cc1 (stereo unspecified) was read as TbREL1 inh 4.
Cc1cc(C)cc(N2CN=c3s/c(=C\c4ccco4)c(=O)n3C2)c1 was read as TbREL1 inh 6.
O=C(NNC(=O)c1cccnc1)Nc1ccc([N+](=O)[O-])cc1 was read as TbREL1 inh 7.
For C=CCN1c2ccccc2C(=O)C(C)S1(=O)=O (stereo unspecified) the results were TbREL1 inh 5.
For COc1ccc(-c2ccc(N(C)C)cc2)cc1[C@H]1[C@@H]2C=CCC[C@@]2(C)C(=O)N1Cc1ccccc1 the results were TbREL1 inh -7.
`CN(C(=O)COC(=O)CNC(=O)c1ccc(C(C)(C)C)cc1)c1c(N)n(Cc2ccccc2)c(=O)[nH]c1=O` gave TbREL1 inh -1.
For Cc1nn(CC2CC2)c(=O)n1-c1cccc(Cl)c1 the results were TbREL1 inh 4.
Screening CCNc1nc(SCC(=O)Nc2ccccc2)nc(N2CCOCC2)n1 returned TbREL1 inh 2.
Screening COc1cccc(CNC(=O)C2CCC(CNS(=O)(=O)c3cccc4cccnc34)CC2)c1OC (stereo unspecified) returned TbREL1 inh -3.
For CCCNC(=O)COC(=O)c1cc2c(=O)n3ccccc3nc2s1 the results were TbREL1 inh 6.
`O=C(COC(=O)C1=Cc2ccccc2OC1)NCc1ccco1` gave TbREL1 inh 3.
For COc1ccc(OC)c(S(=O)(=O)Nc2ccc(-c3ccc4nncn4n3)cc2)c1 the results were TbREL1 inh -2.
CC(C)(C)n1nnnc1CN1CCC(NC(=O)NC2CCCCC2)CC1 was read as TbREL1 inh -3.
Screening CCOc1ccc(S(=O)(=O)N2CCC(C(=O)NCc3ccncc3)CC2)cc1Cl returned TbREL1 inh -2.
Screening O=C(NCCCN1CCOCC1)C1COc2ccccc2O1 (stereo unspecified) returned TbREL1 inh 3.
CCCC[C@@H]1Cc2[nH][nH]c(=O)c2[C@H](c2ccc3ccccc3c2)O1 was read as TbREL1 inh -4.
`Cc1ccc(SC(C)C(=O)Nc2ncn[nH]2)cc1` (stereo unspecified) gave TbREL1 inh -1.
For c1ccc2c(c1)OCC(c1nnc3n1-c1ccccc1SC3)O2 (stereo unspecified) the results were TbREL1 inh 3.
Screening CCN(CC)C(=O)c1[nH]cnc1C(=O)NCCCCCNC(=O)OC(C)(C)C returned TbREL1 inh 0.

As a short view, five of the compounds above.
Screening CCOc1ccc(S(=O)(=O)N2CCC(C(=O)NCc3ccncc3)CC2)cc1Cl returned TbREL1 inh -2.
Screening O=C(NCCCN1CCOCC1)C1COc2ccccc2O1 (stereo unspecified) returned TbREL1 inh 3.
CCCC[C@@H]1Cc2[nH][nH]c(=O)c2[C@H](c2ccc3ccccc3c2)O1 was read as TbREL1 inh -4.
`Cc1ccc(SC(C)C(=O)Nc2ncn[nH]2)cc1` (stereo unspecified) gave TbREL1 inh -1.
For c1ccc2c(c1)OCC(c1nnc3n1-c1ccccc1SC3)O2 (stereo unspecified) the results were TbREL1 inh 3.

Next part.
`CCOC(=O)c1[nH]c2ccc(C)cc2c1N=CN(CC)CC` gave TbREL1 inh -5.
COc1ccc([N+](=O)[O-])cc1NC(=O)COC(=O)Cc1cc(OC)c(OC)c(OC)c1 was read as TbREL1 inh -2.
C#CCN(C[C@@H]1[C@@H](OC(=O)NCCCCCC)[C@@H](OC(=O)NCCCCCC)Cn2c(=O)ccc(=O)n21)S(=O)(=O)c1ccc(C)cc1 was read as TbREL1 inh 1.
`CCOC(=O)/C(=N\Nc1ccccc1[N+](=O)[O-])c1csc(N)n1` gave TbREL1 inh 2.
For Cc1cc(NS(=O)(=O)c2ccccc2)c(C)c(Cl)c1O the results were TbREL1 inh -1.
`CCc1ccc2cc(C)cc(C)c2n1` gave TbREL1 inh -2.
`C=CCNC(=S)NNC(=O)c1cccn(Cc2cccc(Cl)c2)c1=O` gave TbREL1 inh -3.
Screening CCNC(=O)COC(=O)/C=C/c1cccs1 returned TbREL1 inh 0.
`COc1cnc(-c2cccc(C(F)(F)F)c2)nc1OC` gave TbREL1 inh -1.
For O=C(c1cccc(C(F)(F)F)c1)C1CCCN(C(=O)CCn2cnnn2)C1 (stereo unspecified) the results were TbREL1 inh -2.

Structural class: the entries above with bromine (2)
C/C(=N/NS(=O)(=O)c1ccc(Br)cc1)c1ccc(NC(=O)c2ccc(C)o2)cc1 was read as TbREL1 inh -4.
`Cc1c(Br)cc(C(=O)NC2CCCCC2)c(C)c1C` gave TbREL1 inh 1.

(list continues)
`COC(=O)C1=C(C)N(CCCC(=O)O)C(=O)NC1c1cccc2ccccc12` (stereo unspecified) gave TbREL1 inh 0.
`OC(CNc1nc2ccccc2s1)c1ccccc1` (stereo unspecified) gave TbREL1 inh 0.
CCC(C(=O)N1CCN(S(=O)(=O)c2ccc(F)cc2)CC1)c1ccccc1 (stereo unspecified) was read as TbREL1 inh 1.
`CCN(CC(=O)Nc1ccc(OC)cc1)C(=O)c1cc([N+](=O)[O-])ccc1N1CCOCC1` gave TbREL1 inh -3.
`CCn1c(NCc2cc(Br)ccc2NS(=O)(=O)c2ccc(C)cc2)nc2ccccc21` gave TbREL1 inh 1.
For Cc1ccc(C(=O)Nc2ccc3nc(C)sc3c2)o1 the results were TbREL1 inh -2.
O=C(Nc1ccc2c(c1)OCO2)c1ccc(Br)s1 was read as TbREL1 inh -1.
CC(=O)N1CCCc2cc(S(=O)(=O)Nc3ccccc3C)ccc21 was read as TbREL1 inh 4.
COc1ccc(C2(NC(C)=O)CCN(C(=O)CCC(=O)O)CC2)cc1 was read as TbREL1 inh 0.
For COc1ccc(N(C(C)=O)S(=O)(=O)c2cc(OC)ccc2OC)cc1 the results were TbREL1 inh 4.
O=C(Cc1csc2ccccc12)NCC1CC1 was read as TbREL1 inh -2.
